ADAM10 inh = inhibits human ADAM10; O14672; recombinant ADAM10, EDANS/DABCYL FRET peptide cleavage, 3 h; inhibition, % at 7 µM; actives 0.62% (n = 370,000); AID 720582;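 active means inhibition above a per-campaign cutoff equal to the mean of compounds falling between control-based bounds plus 3 SD, cut at about 20% in these data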;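 further: 0% = DMSO wells while the 100% control is not disclosed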
PLCg1 inh = inhibitors of human phospholipase C gamma1. P19174. purified PLC-gamma1, fluorogenic substrate, fluorescence. inhibition, % at 12.2 µM. actives 0.84% (n = 370,000). AID 720700; in the data active means inhibition above about 9.5%
KLK7 zymogen act = proKLK7 (human) activation, primary screen. purified proKLK7, EDANS-DABCYL substrate fluorescence; 100% is mature enzyme control, 0% vehicle. P49862. AID 652039. activation, % at 7 µM. actives 0.9% (n = 370,000);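 active means activation above the mean of all tested compounds plus 3 SD, computed per campaign excluding outliers beyond control limits, cut at about 13% in these data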
LEDGF integ inh = blocks HIV-1 LEDGF/p75-dependent DNA integration; TR-FRET IN-LEDGF/p75 DNA integration, Eu/Cy5; inhibition, % at 3.7 µM; actives 0.64% (n = 370,000); AID 743269;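 active means inhibition above the screen-wide mean plus 3 SD, cut at about 13% in these data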;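 further: signal is the Cy5 over europium emission ratio at 671 and 618 nm; 0% = plate median of compound wells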
ASAP1 inh = blocks human ASAP1-stimulated Arf1 GTP hydrolysis; Q9ULH1; GDP FP detection; inhibition, % at 16.5 µM; actives 0.19% (n = 360,000); in the data active means inhibition above about 25%;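 further: 0% = vehicle with enzyme and substrate and 100% = no enzyme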
DDE Tn6 FP inh = disrupts Tn6 cyclic peptide binding to fibrin D-Dimer-E complex; AID 720509; Fibrin DD(E) TRITC-Tn6 fluorescence polarization displacement; inhibition, % at 8.3 µM; actives 0.21% (n = 370,000); P02675;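 active means inhibition above a per-campaign cutoff: mean of compounds within control limits plus 3 SD, cut at about 15% in these data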;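 further: 0% = median of all compound wells on the plate and 100% = blocking peptide control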
ADAM17 inh = ADAM17 inhibition, QFRET primary screen | recombinant ADAM17, EDANS/DABCYL FRET peptide cleavage | inhibition, % at 6.95 µM | actives 0.83% (n = 370,000);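 active means inhibition above the mean of compounds lying between control limits plus 3 SD, set per campaign, cut at about 8.5% in these data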;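 further: 0% = DMSO-only wells as the low control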
Tn7 DDE FP = DD(E)-Tn7 binding inhibition, primary FP screen | P02675 | FP displacement of FITC-Tn7 peptide from fibrin DD(E); 0% = median of compound wells per plate | inhibition, % at 8.3 µM | actives 0.13% (n = 370,000) | AID 720508;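 active means inhibition above the mean of compounds falling within the control limits plus 3 SD of them, cut at about 14% in these data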;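 further: 0% = plate median of compound wells and 100% = 10 µM Aha-Tn7 peptide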
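Test system – human fibrin DD(E) · Times – 10 min preincubation, 3 h with tracer, room temperature · Detection – fluorescence polarization of the labelled Tn7 tracer · Measure – percent inhibition normalized to high-control wells · Benchmarks – high control wells with 10 µM unlabelled Aha-Tn7 peptide (full inhibition) · Repeats – singlicate testing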
TDP2 absorb = TDP2 (human) inhibition, absorbance primary screen. inhibition, % at 12.8 µM. recombinant TDP2, T5PNP hydrolysis, p-nitrophenol absorbance 415 nm. actives 0.34% (n = 370,000). O95551;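 active means inhibition above the mean of all tested compounds plus 3 SD, set per campaign, cut at about 25% in these data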;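 further: 0% = DMSO with enzyme and 100% = buffer with substrate but no TDP2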
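test system = human TDP2 enzyme | input = TDP2 enzyme at 120 nM final | medium = 50 mM Tris-HCl pH 7.5 with Mg2+, KCl, DTT, BSA | also added = T5PNP substrate, 5 mM | times = 2 h at 37 °C | technique = epi absorbance | benchmarks = high control without enzyme, low control DMSO plus TDP2 | replication = each compound tested once, singlicate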
ARFGAP1 inh = rat ARFGAP1 inhibition. AID 651572. Q62848. actives 0.26% (n = 360,000). Arfgap1-stimulated ARF1 GTP hydrolysis, GDP FP detection. inhibition, % at 16.5 µM;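 active means inhibition above a per-plate limit, mean inhibition of low control wells plus 3 SD, cut at about 25% in these data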;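 further: 0% = DMSO wells with enzyme and 100% = wells lacking Arfgap1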
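Assay system: purified rat His6-Arfgap1 residues 1-136 (GAP domain); Reagent: human Δ17 ARF1 bound to GTP; Dosing: 16.5 µM single point, 1.26% DMSO; Times: GTP hydrolysis reaction 2 h at 25 °C; Signal: FP, GDP Alexa 633 tracer displaced from anti-GDP antibody, 620/688 nm; Measure: % inhibition from polarization.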
The depositor's hits bear a star.

COc1ccc2c(c1)OC13CCCCC1C2C(C(=O)c1ccccc1)C(=O)N3 (stereo unspecified) was read as ADAM10 inh -7, PLCg1 inh -3, KLK7 zymogen act 0.3, LEDGF integ inh -1, ASAP1 inh -9, DDE Tn6 FP inh -2, ADAM17 inh -2, Tn7 DDE FP -2, TDP2 absorb -6 and ARFGAP1 inh 9.
`Cc1cc(C)cc(N(CC(=O)N2CCN(Cc3ccccc3)CC2)S(=O)(=O)c2c(C)noc2C)c1` gave ADAM10 inh -11, PLCg1 inh -1, KLK7 zymogen act 0.3, LEDGF integ inh -2, ASAP1 inh -10, DDE Tn6 FP inh 5, ADAM17 inh -1, Tn7 DDE FP 2, TDP2 absorb 0 and ARFGAP1 inh 4.
Screening CN(C)C(CNC(=O)c1cccc(S(=O)(=O)Nc2ccc(Br)cc2)c1)c1ccco1 (stereo unspecified) returned ADAM10 inh -28, PLCg1 inh -12, KLK7 zymogen act -1.5, LEDGF integ inh -1, ASAP1 inh 2, DDE Tn6 FP inh 1, ADAM17 inh -9, Tn7 DDE FP 6, TDP2 absorb 5 and ARFGAP1 inh 4.
Screening CN(NC(=O)NN)c1ncc(C(F)(F)F)cc1Cl returned ADAM10 inh 1, PLCg1 inh -1, KLK7 zymogen act -0.2, LEDGF integ inh 1, ASAP1 inh 5, DDE Tn6 FP inh 3, ADAM17 inh -1, Tn7 DDE FP -1, TDP2 absorb 3 and ARFGAP1 inh 2.
Screening CC(=O)NC1CC2CCCC(C1)N2CC(=O)Nc1ccccc1 (stereo unspecified) returned ADAM10 inh 3, PLCg1 inh 5, KLK7 zymogen act 0.4, LEDGF integ inh 0, ASAP1 inh 7, DDE Tn6 FP inh -9, ADAM17 inh 1, Tn7 DDE FP -9, TDP2 absorb -9 and ARFGAP1 inh -2.
`COc1ccc(NC(=O)C2c3cc(OC)c(OC)cc3C(=O)N(C)C2c2cccnc2)cc1OC` (stereo unspecified) gave ADAM10 inh -14, PLCg1 inh 0, KLK7 zymogen act 0.1, LEDGF integ inh -3, ASAP1 inh 0, DDE Tn6 FP inh -6, ADAM17 inh 3, Tn7 DDE FP -4, TDP2 absorb -5 and ARFGAP1 inh 3.
`Cc1cnc(C(=O)Nc2c(-c3ccccc3)[nH][nH]c2=O)cn1` gave ADAM10 inh -8, PLCg1 inh 4, KLK7 zymogen act -0.8, LEDGF integ inh -1, ASAP1 inh 1, DDE Tn6 FP inh 1, ADAM17 inh -6, Tn7 DDE FP 0, TDP2 absorb -4 and ARFGAP1 inh 19.
`COc1ccc(NC(=O)C2CCN(S(C)(=O)=O)CC2)cc1OC` gave ADAM10 inh 0, PLCg1 inh 2, KLK7 zymogen act -0.3, LEDGF integ inh 3, ASAP1 inh -5, DDE Tn6 FP inh 0, ADAM17 inh -1, Tn7 DDE FP -1, TDP2 absorb 16 and ARFGAP1 inh -7.
`CCc1nnc(NC(=O)c2cccc(NC(=O)C(C)C)c2)s1` gave ADAM10 inh -4, PLCg1 inh -3, KLK7 zymogen act 0.2, LEDGF integ inh 1, ASAP1 inh -6, DDE Tn6 FP inh -4, ADAM17 inh -5, Tn7 DDE FP 1, TDP2 absorb 3 and ARFGAP1 inh 12.
COc1cccc(C2c3c(oc4ccc(F)cc4c3=O)C(=O)N2CCN2CCOCC2)c1OC (stereo unspecified) was read as ADAM10 inh -30, PLCg1 inh -41, KLK7 zymogen act -0.1, LEDGF integ inh -2, ASAP1 inh 5, DDE Tn6 FP inh -11, ADAM17 inh -9, Tn7 DDE FP 2, TDP2 absorb 4 and ARFGAP1 inh -15.
Screening COC(=O)c1c[nH]c2c1-c1cc(C(=O)OCc3ccccc3)n(S(=O)(=O)c3ccc(C)cc3)c1C(=O)C2=O returned ADAM10 inh -3, PLCg1 inh 6, KLK7 zymogen act 0.2, LEDGF integ inh 8, ASAP1 inh 20, DDE Tn6 FP inh 0, ADAM17 inh 2, Tn7 DDE FP -8, TDP2 absorb -7 and ARFGAP1 inh 1.
For CC/C(=N\O)c1c(O)c2c(n(-c3ccccc3)c1=O)CCCC2 the results were ADAM10 inh -7, PLCg1 inh -49, KLK7 zymogen act -0.1, LEDGF integ inh 4, ASAP1 inh 4, DDE Tn6 FP inh -6, ADAM17 inh -10, Tn7 DDE FP 0, TDP2 absorb 3 and ARFGAP1 inh -6.
`Cc1[nH]nc2c1C(c1ccc(Cl)cc1)C(C#N)=C(N)O2` (stereo unspecified) gave ADAM10 inh 2, PLCg1 inh 3, KLK7 zymogen act 0.3, LEDGF integ inh 3, ASAP1 inh -9, DDE Tn6 FP inh 6, ADAM17 inh 1, Tn7 DDE FP -2, TDP2 absorb -4 and ARFGAP1 inh 8.
`CN(CC(=O)Nc1ccc(Cl)cc1F)C1=NS(=O)(=O)c2ccccc21` gave ADAM10 inh -7, PLCg1 inh 1, KLK7 zymogen act 0.1, LEDGF integ inh -1, ASAP1 inh -7, DDE Tn6 FP inh -2, ADAM17 inh -3, Tn7 DDE FP 1, TDP2 absorb 5 and ARFGAP1 inh -7.
Nc1cc(N)c2c(c1)C(=O)c1ccccc1-2 was read as ADAM10 inh 4, PLCg1 inh 9.8*, KLK7 zymogen act 0.1, LEDGF integ inh -4, ASAP1 inh -4, DDE Tn6 FP inh -10, ADAM17 inh 2, Tn7 DDE FP -1, TDP2 absorb -6 and ARFGAP1 inh 5.
`CC1(C(=O)Nc2ccc3c(c2)OCCO3)CSCC(=O)N1CCCN1CCOCC1` (stereo unspecified) gave ADAM10 inh -7, PLCg1 inh 1, KLK7 zymogen act -0.6, LEDGF integ inh -3, ASAP1 inh -12, DDE Tn6 FP inh 13, ADAM17 inh -3, Tn7 DDE FP 2, TDP2 absorb 6 and ARFGAP1 inh 21.
Screening CCCNC(=O)Cn1cnc2sc(C(=O)NCCCN3CCOCC3)c(C)c2c1=O returned ADAM10 inh -5, PLCg1 inh 1, KLK7 zymogen act -0.5, LEDGF integ inh -4, ASAP1 inh 9, DDE Tn6 FP inh 8, ADAM17 inh -4, Tn7 DDE FP -5, TDP2 absorb -7 and ARFGAP1 inh -1.
Screening CCCCOCCCNC(=O)N[C@H](C(=O)O)C(C)CC (stereo partly specified) returned ADAM10 inh 10, PLCg1 inh 4, KLK7 zymogen act 0.2, LEDGF integ inh -3, ASAP1 inh -1, DDE Tn6 FP inh 1, ADAM17 inh -5, Tn7 DDE FP 1, TDP2 absorb -18 and ARFGAP1 inh 11.
`CC(C)c1cc(C(=O)N2CCCC(CCC(=O)N3CCN(c4ccccn4)CC3)C2)no1` (stereo unspecified) gave ADAM10 inh -10, PLCg1 inh -1, KLK7 zymogen act 0.6, LEDGF integ inh -5, ASAP1 inh 2, DDE Tn6 FP inh 4, ADAM17 inh -10, Tn7 DDE FP 1, TDP2 absorb 1 and ARFGAP1 inh 5.
CCC(CO)Oc1cc(NC(=O)Cc2ccccc2)c2ncn(C(C)C)c2c1 (stereo unspecified) was read as ADAM10 inh 1, PLCg1 inh 0, KLK7 zymogen act 0.0, LEDGF integ inh 0, ASAP1 inh 7, DDE Tn6 FP inh 0, ADAM17 inh -5, Tn7 DDE FP -8, TDP2 absorb -2 and ARFGAP1 inh -4.
Screening Cc1noc(C)c1COc1ccccc1C(=O)NC(C)CCc1ccccc1 (stereo unspecified) returned ADAM10 inh -5, PLCg1 inh 0, KLK7 zymogen act -0.7, LEDGF integ inh 0, ASAP1 inh 0, DDE Tn6 FP inh 2, ADAM17 inh -2, Tn7 DDE FP 3, TDP2 absorb -2 and ARFGAP1 inh 2.
Screening CCOc1ccc(-n2c(SCc3ccc([N+](=O)[O-])cc3)nnc2-c2ccc(OC)cc2)cc1 returned ADAM10 inh 7, PLCg1 inh 1, KLK7 zymogen act 0.4, LEDGF integ inh -4, ASAP1 inh 6, DDE Tn6 FP inh 3, ADAM17 inh 5, Tn7 DDE FP -4, TDP2 absorb -3 and ARFGAP1 inh 7.
For CNC(=O)N(O)C1N(/N=C/c2ccc(SC)cc2)C(=S)SC1(C)C (stereo unspecified) the results were ADAM10 inh 3, PLCg1 inh 2, KLK7 zymogen act 0.6, LEDGF integ inh 3, ASAP1 inh -5, DDE Tn6 FP inh -9, ADAM17 inh 0, Tn7 DDE FP -1, TDP2 absorb 0 and ARFGAP1 inh 2.
For CC(C)(C)OC(=O)N1CCC(c2c(C(=O)O)cnn2-c2ccc(Cl)cc2)CC1 the results were ADAM10 inh -8, PLCg1 inh 1, KLK7 zymogen act -0.1, LEDGF integ inh 0, ASAP1 inh 4, DDE Tn6 FP inh -1, ADAM17 inh -3, Tn7 DDE FP -6, TDP2 absorb 2 and ARFGAP1 inh 6.
For O=C(Nc1cccc2ccccc12)OCc1cncs1 the results were ADAM10 inh -8, PLCg1 inh -1, KLK7 zymogen act -0.6, LEDGF integ inh -1, ASAP1 inh -3, DDE Tn6 FP inh -6, ADAM17 inh -3, Tn7 DDE FP 1, TDP2 absorb 7 and ARFGAP1 inh 8.
For CCCCCCc1c(O)nc(SCCN2CCOCC2)[nH]c1=O the results were ADAM10 inh 11, PLCg1 inh 0, KLK7 zymogen act 0.5, LEDGF integ inh -2, ASAP1 inh -3, DDE Tn6 FP inh -6, ADAM17 inh -3, Tn7 DDE FP 0, TDP2 absorb -1 and ARFGAP1 inh 7.
For CN1CCC(=O)N([C@H](CO)c2ccccc2)CC1 the results were ADAM10 inh -5, PLCg1 inh 5, KLK7 zymogen act -0.3, LEDGF integ inh 1, ASAP1 inh -17, DDE Tn6 FP inh -7, ADAM17 inh 3, Tn7 DDE FP -6, TDP2 absorb -13 and ARFGAP1 inh 9.
COc1ccc(NC(=O)/C=C/c2cc(Br)ccc2OC)cc1 was read as ADAM10 inh 19, PLCg1 inh -2, KLK7 zymogen act -0.6, LEDGF integ inh -3, ASAP1 inh 4, DDE Tn6 FP inh -1, ADAM17 inh 4, Tn7 DDE FP 3, TDP2 absorb -1 and ARFGAP1 inh 7.
For CN(C)S(=O)(=O)c1ccc(C(=O)Nc2cc(S(=O)(=O)Nc3ccccc3Cl)ccc2N2CCCCC2)cc1 the results were ADAM10 inh -13, PLCg1 inh -128, KLK7 zymogen act -19, LEDGF integ inh 2, ASAP1 inh -16, DDE Tn6 FP inh -8, ADAM17 inh -5, Tn7 DDE FP 1, TDP2 absorb 7 and ARFGAP1 inh -6.
